Salmonella PhoP GFP – PhoP-dependent GFP reporter repression – Salmonella Typhimurium, primary screen (AID 1863); S. Typhimurium PhoP-regulated promoter GFP reporter, 4 h; higher % means a stronger effect; inhibition, % at 50 µM, or IC50 in µM where a hit was titrated; 0.16% of 300,000 active;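 active = inhibition over 29.93%, a cutoff 3 SD above the screen mean, later confirmed by dose response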;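 also: 0% = low Mg2+ inducing control and 100% = high Mg2+ repressing control; strong numbers were not always called active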
MgcRacGAP inhibition – MgcRacGAP GTPase-activating activity inhibitors, confirmation, biochemical, ADP Hunter fluorescence. MgcRacGAP-stimulated Rac1 GTP hydrolysis, ADP Hunter fluorescence; higher % means a stronger effect; GST-tagged Rac1 F28L mutant substrate. 0.6% of 340,000 active. AID 624330. one-dose inhibition, % at 30 µM; IC50 in µM for titrated hits;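 active = first-screen hits whose inhibition reached a set limit at any dose in the follow-up dose series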;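 also: fluorescence reports GDP produced by GAP-driven GTP hydrolysis; strong numbers were not always called active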
Myeloid diff 2 – compounds promoting myeloid differentiation | ER-HoxA9 myeloid progenitors, lysozyme-GFP differentiation, flow cytometry | calls only at 10 µM | 1% of 360,000 active | AID 624256;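 active = normalized GFP-positive differentiation at or above the plate's own cutoff, the solvent-only control mean plus 3 SD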;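 also: cells exposed to compound for four days before flow analysis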
SIAH1 antagonists – blockers of Siah-1 interaction with plectin peptide – biochemical, fluorescence polarization, rhodamine-plectin, uHTS, primary screen (AID 1817) | 0.02% of 290,000 active | Siah-1 / rhodamine-plectin peptide fluorescence polarization; higher % means a stronger effect | one-dose displacement, % at 20 µM; IC50 in µM for titrated hits;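 active = displacement of at least 50% at 20 µM, with a fluorescence ratio check between 0.3 and a set limit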;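 also: plate controls were Siah plus tracer with DMSO for no effect and tracer alone without Siah for full effect; strong numbers were not always called active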
NTR1 ag – agonists of NTR1, primary screen, imaging, U2OS cells, beta-arrestin-GFP, high content (AID 493036); P30989; NTR1-U2OS beta-arrestin-GFP spot imaging, agonist mode; activation, % at 20 µM; 0.17% of 330,000 active;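 active = activation at or above 40% of the spot to cytoplasm intensity ratio, with at least 20 cells analyzed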;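 also: 0% = DMSO without peptide and 100% = 100 nM NTR1 peptide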
Target sequence (P30989 whole entry, looked up): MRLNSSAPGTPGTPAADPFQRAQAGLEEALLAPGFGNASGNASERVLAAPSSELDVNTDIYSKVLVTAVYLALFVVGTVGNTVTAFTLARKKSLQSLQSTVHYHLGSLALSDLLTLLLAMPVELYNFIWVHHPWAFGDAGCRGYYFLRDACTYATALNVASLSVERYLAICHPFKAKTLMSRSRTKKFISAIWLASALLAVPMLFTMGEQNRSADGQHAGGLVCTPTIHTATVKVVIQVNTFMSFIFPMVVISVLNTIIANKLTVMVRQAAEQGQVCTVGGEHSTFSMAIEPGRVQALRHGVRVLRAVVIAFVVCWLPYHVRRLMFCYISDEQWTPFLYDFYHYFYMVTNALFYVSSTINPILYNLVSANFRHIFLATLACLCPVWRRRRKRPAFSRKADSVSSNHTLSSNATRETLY
HIV fusion peptide – inhibitors of HIV fusion peptide binding, primary screen, biochemical, uHTS, fluorescence dequenching (AID 1986); cell-free peptide binding, fluorescence dequenching, 30 min; higher % means a stronger effect; inhibition, % at 20 µM, or IC50 in µM where a hit was titrated; 0.3% of 290,000 active; in the data active = inhibition mostly above about 52%, no sharp cut-off; inactive = mostly below about 76%; also: some results filed as inactive read as strong as hits
LYP inhibition – inhibitors of LYP phosphatase, biochemical, fluorescence intensity, uHTS (AID 1779); recombinant LYP phosphatase, fluorescence intensity; higher % means a stronger effect; inhibition, % at 11.5 µM; hits with a dose series show IC50 in µM; 0.054% of 290,000 active; in the data active = inhibition above about 50%;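 also: plate controls were vehicle with enzyme for no effect and no enzyme for full effect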
GPR55 antagonists – GPR55 antagonists blocking LPI-driven arrestin recruitment, primary screen, imaging, U2OS, beta-arrestin-GFP, LPI agonist (AID 2013); U2OS GPR55 beta-arrestin-GFP translocation imaging, LPI antagonism; higher % means a stronger effect; one-dose inhibition, % at 10 µM; IC50 in µM for titrated hits; 0.13% of 290,000 active;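 active = spots per cell inhibited over 60%, with over 100 cells counted and total cytoplasm intensity under 500,000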;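 also: U2OS cells stably carrying GPR55 and arrestin-GFP stimulated by 5 µM LPI near EC80; imaged beta-arrestin-GFP aggregate spots per cell after agonist stimulation; plate controls were LPI-stimulated DMSO wells for no effect and DMSO wells without LPI for full effect; some results filed as inactive read as strong as hits; confirmed hits need IC50 under 10 µM and bright autofluorescent wells are also inconclusive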
GPR35 arrestin U2OS – GPR35 antagonists blocking zaprinast-driven arrestin recruitment, primary screen, imaging, U2OS, beta-arrestin-GFP, zaprinast agonist (AID 2058) | U2OS GPR35 beta-arrestin-GFP translocation imaging, zaprinast antagonism; higher % means a stronger effect | inhibition, % at 10 µM; hits with a dose series show IC50 in µM | 0.052% of 290,000 active;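 active = inhibition of at least 50% with at least 30 cells and total cytoplasm GFP at most 10,000,000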
NTR1 ag cell count 20 µM – also measured in NTR1 ag; calls as there; cell count; measured here: cell count, cytotoxicity flag
Myeloid diff 2 GFP+ MAC1+ % – further read-out of Myeloid diff 2, marked with its call; GFP+ MAC1+ double positive, %; measured here: differentiation confirmed by MAC1 staining
* hit, by the source's call; i = inactive; / = not tested or not shown; + = active, no number. Hits appear at their usual frequency. About 2.4% of those tested had a hit in this group.

structure	Salmonella PhoP GFP	MgcRacGAP inhibition	Myeloid diff 2	Myeloid diff 2 GFP+ MAC1+ %	SIAH1 antagonists	NTR1 ag	NTR1 ag cell count 20 µM	HIV fusion peptide	LYP inhibition	GPR55 antagonists	GPR35 arrestin U2OS
CCOC(=O)CS(=O)(=O)c1nc(-c2ccccc2)cc(C(F)(F)F)n1	-4.9%	16.6%	i	1.2	-1.4%	1.6	38	-0.3%	3.6%	9.4%	44.4%
CCNNC(=O)C(O)(Cc1ccccc1)Cc1ccccc1	/	6.9%	i	0.3	-5.8%	-0.8	97	-1.5%	-8.2%	29.8%	18.1%
O=C(NC(=S)Nc1ccc(Cc2ccncc2)cc1)c1ccccc1	25.4%	10.4%	+	3.8*	7.7%	2.6	53	2.0%	1.8%	4.2%	3.1%
COCCC1CCCCN1C(=O)c1ccc(OC2CCN(C(C)=O)CC2)c(OC)c1 (configuration not stated)	-9.2%	6.0%	i	1.3	3.1%	0.9	54	-0.7%	-6.0%	5.9%	9.3%
COC(=O)CSc1nc2c(c(=O)n(C)c(=O)n2C)n1CCC(C)C	-10.2%	3.8%	i	0.5	0.3%	2.1	42	-1.9%	0.3%	-7.0%	-3.3%
Cc1cc(OC(C)C)nc(-c2ccccc2O)n1	0.1%	7.5%	i	1.1	-1.5%	4.2	85	-1.2%	-2.5%	-4.7%	-6.6%
COC(=O)c1cc(NC(=O)Cc2cc(OC)c(OC)c(OC)c2)cc(C(=O)OC)c1	-0.3%	5.2%	i	0.6	2.9%	-0.2	46	-0.2%	-4.3%	-3.6%	9.4%
COc1ccc(CNC(=O)c2c(O)c3ccccc3n(C)c2=O)cc1OC	4.4%	8.5%	i	0.9	1.8%	-1.2	38	-1.2%	0.5%	-14.0%	4.7%
Cc1ccccc1NC(=O)C1CCN(S(=O)(=O)c2cccc3nonc23)CC1	6.6%	5.6%	i	0.4	-7.3%	1.0	45	0.7%	-8.7%	-1.6%	-6.2%
CC1=CN2C(=N)/C(=C/c3ccco3)C(=O)N=C2S1	1.1%	5.2%	i	0.4	-6.6%	0.0	55	7.9%	9.1%	9.1%	5.1%
O=C(C1CCCN(c2nnc(-n3cccc3)s2)C1)N1CCN(c2ccccc2)CC1 (configuration not stated)	-4.4%	7.4%	i	2.2	-1.5%	0.5	83	-4.8%	4.6%	8.2%	-1.8%
CN(C(=O)C1CCC(=O)N(Cc2cccc(F)c2)C1)C1CCCCC1 (configuration not stated)	-4.0%	7.4%	i	6.0	-4.4%	0.6	49	0.2%	-8.2%	-19.5%	-3.5%
CCS(=O)(=O)N1Cc2ccccc2CC1C(=O)Nc1cccc(OC)c1 (configuration not stated)	2.6%	7.5%	i	0.3	-3.8%	0.3	106	-1.0%	-8.3%	-6.7%	1.6%
Cc1c(OCC(=O)NC(Cc2ccc(Cl)cc2)C(=O)O)ccc2c3c(c(=O)oc12)CCC3 (configuration not stated)	-6.0%	3.6%	i	3.2	-5.4%	0.8	104	4.7%	-4.3%	2.2%	4.6%
COc1ccc([N+](=O)[O-])cc1NC(C)C	-34.4%	12.9%	i	0.0	1.3%	0.3	88	-0.1%	-0.7%	0.0%	6.4%
COc1ccc(S(=O)(=O)NCc2ccc3c(c2)OCO3)cc1OC	/	5.7%	i	0.1	9.4%	-0.3	101	-1.3%	-4.3%	-7.2%	-0.5%
C#CCNC(=O)C1=C[C@H](c2coc3ccccc3c2=O)C[C@H](OCc2ccc(CO)cc2)O1	-4.1%	5.9%	i	1.9	5.2%	1.9	96	-1.2%	-4.0%	5.9%	2.1%
Cc1nc(Nc2cccc(O)c2)c2oc3ccccc3c2n1	0.8%	18.4%	i	0.6	0.4%	1.8	93	1.9%	-6.2%	6.1%	-2.4%
CN1CCN(c2ccc(CNC(=O)c3ccco3)cc2)CC1	-7.5%	11.2%	i	0.1	-3.2%	-1.1	38	0.0%	-11.0%	5.6%	4.5%
COc1ccc(C(=O)NCC(=O)N/N=C/C(C)=C/c2ccccc2)cc1OC	-13.4%	2.7%	i	0.6	6.8%	-1.1	57	0.4%	0.5%	5.6%	6.6%
Cc1ccc(N/N=C(\C#N)C(N)=S)cc1C	2.9%	14.2%	i	0.4	-4.2%	2.8	40	3.3%	0.6%	8.7%	-1.5%
CC12CC3CC(C)(C1)CC(CN1CCOCC1)(C3)C2	-14.9%	9.0%	i	0.8	2.8%	2.1	69	0.1%	-4.5%	-11.1%	-4.2%
O=C(CSc1cn(CCNC(=O)c2cccs2)c2ccccc12)NC1CCCCC1	8.2%	-1.0%	i	5.0	5.1%	-0.4	53	0.2%	0.5%	4.9%	17.3%
CC(C)c1ccc(C2NC(=S)NC3=C2C(=O)CC(C)(C)C3)cc1 (configuration not stated)	-1.3%	7.1%	i	0.6	0.7%	1.7	55	-0.1%	-0.5%	2.6%	-6.8%
c1ccc(-c2onc3cc4c(cc23)OCCO4)cc1	-1.6%	3.8%	i	0.5	1.6%	3.5	50	-1.5%	-5.9%	-13.3%	7.7%
Cc1ccc(CNC(=O)c2ccccc2N(C)S(C)(=O)=O)cc1	-2.7%	/	i	0.3	5.8%	-0.4	44	0.5%	-9.1%	-1.9%	-0.8%
COCCN(C(=O)Cn1nnc2ccccc21)C(C(=O)NC1CCCC1)c1ccc(OC)cc1OC (configuration not stated)	5.6%	-3.1%	i	1.4	-3.4%	-0.8	46	1.5%	-6.9%	3.1%	2.0%
CCCC(=O)Oc1ccc(C2NC(=O)c3ccccc3O2)cc1 (configuration not stated)	-0.7%	6.6%	/	/	6.7%	0.6	62	-0.2%	-13.7%	-5.6%	10.7%
CS(=O)(=O)c1ccc(Cl)c(NC(=O)C2CCCN(C(=O)c3ccc(Cl)cc3)C2)c1 (configuration not stated)	-3.7%	7.2%	i	0.5	/	1.1	77	/	/	/	/
CCOc1ccc(C(=O)NCC(=O)NNC(=O)C2COc3ccccc3O2)cc1OCC (configuration not stated)	-7.4%	3.3%	i	0.4	/	1.3	65	/	/	/	/
COc1ccc(C2CC(c3cccc(OC)c3)n3nc(N)nc3N2)cc1 (configuration not stated)	4.3%	1.9%	i	0.7	0.8%	2.9	59	-0.9%	-4.4%	2.7%	2.9%
CC(=O)c1ccc(N2CCN(C(=O)c3ccco3)CC2)c(F)c1	-4.7%	9.5%	i	0.8	-6.8%	1.0	52	-2.6%	1.0%	7.5%	5.4%
CCOC(=O)c1c(N)sc(C(=O)N2CCCCCC2)c1C	-7.1%	1.8%	i	0.2	0.3%	0.1	62	-3.0%	-0.3%	7.9%	-5.6%
CSc1cccc(CN(C)C(=O)C2CCC(=O)N(CCCN3CCCC3=O)C2)c1 (configuration not stated)	12.6%	14.0%	i	0.6	-1.1%	-0.1	65	-2.1%	-10.1%	8.0%	21.3%
Clc1ccccc1CN(Cc1ccccc1)c1ncnc2nc[nH]c12	-4.1%	8.3%	i	0.4	5.1%	9.8	68	3.0%	-1.5%	5.0%	-4.6%
CC(Cc1cccs1)NC(=O)NC1CCCCC1 (configuration not stated)	-2.8%	-3.0%	i	1.7	0.4%	1.1	54	0.7%	-8.0%	16.0%	15.5%
CSc1nnc(CCNS(=O)(=O)c2ccccc2Br)n1C	-2.9%	9.0%	i	0.4	4.2%	0.0	37	-0.2%	1.6%	9.1%	-16.6%
COc1ccccc1-c1noc2ncnc(Nc3ccc4c(c3)OCO4)c12	2.5%	10.2%	i	1.1	-2.5%	1.1	67	-0.6%	0.5%	5.4%	0.7%
C=CCN(c1nc(C)cc(OC)n1)S(=O)(=O)c1ccc(C)cc1	0.6%	0.3%	i	0.5	-8.0%	2.1	67	-1.1%	-1.7%	-11.4%	13.9%
Cc1cccc(-n2c(SCC(=O)Nc3cccc(S(=O)(=O)NC4=NCCCCC4)c3)nc3ccccc3c2=O)c1C	2.9%	6.3%	+	2.9*	5.9%	-1.6	50	0.4%	7.9%	6.0%	6.7%
CCCCc1ccc(-n2c(Cc3cccs3)n[nH]c2=S)cc1	8.6%	5.5%	i	1.2	-4.2%	0.1	60	1.4%	2.2%	-12.0%	-2.9%
CN(C)Cc1c(C(=O)N/N=C/c2cccs2)nnn1-c1nonc1N	2.8%	-1.7%	i	0.1	3.1%	-0.2	37	-0.6%	-7.5%	-17.2%	2.7%
O=C(NCCc1ccccc1)C1CCCN1C(=O)Nc1ccc(Cl)cc1 (configuration not stated)	6.4%	3.8%	i	0.6	1.8%	-1.6	64	2.0%	-7.2%	4.0%	14.4%
Cc1ccc2cc(C#N)c(N3CCCN(C(=O)C4CCCO4)CC3)nc2c1C (configuration not stated)	5.5%	4.6%	i	2.8	1.7%	2.3	74	4.0%	-0.4%	0.1%	-11.8%
Cc1ccc(Nc2nc(N)nc(CN3CCN(Cc4ccccc4)CC3)n2)cc1Cl	5.0%	5.5%	i	0.2	-5.5%	2.2	59	-0.1%	-5.3%	-3.4%	-2.6%
Cc1cccc(Oc2ncc(-c3ccc(Cl)cc3)cn2)c1C	2.2%	11.2%	i	0.5	-1.5%	2.4	47	1.1%	9.9%	3.4%	5.3%
C/C(=N\N=C(N)N)c1cccc([N+](=O)[O-])c1	-1.1%	3.5%	i	0.9	-0.9%	-1.5	50	-1.5%	-3.8%	2.9%	-22.3%
CCCOc1ccccc1C(=O)N(Cc1cccs1)C1CCS(=O)(=O)C1 (configuration not stated)	2.3%	7.9%	i	0.3	2.2%	0.4	41	23.1%	0.0%	2.8%	7.7%
COc1ccc(/C=N\N=C2/SC(CC(=O)O)C(=O)N2c2ccc(O)cc2)cc1OC (configuration not stated)	-12.3%	2.5%	i	0.4	0.3%	1.5	57	2.1%	7.7%	10.5%	0.1%
